Screens (PubChem)
MT1-MMP txn act: MT1-MMP promoter transcription activation; hit rate 0.16% among 86,000; HT1080 MT1-MMP promoter luciferase reporter, luminescence, overnight; stronger effect = higher value; activation factor at 10 µM;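 active means activation factor of at least 2 for MT1-MMP transcription at 10 µM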
CD11b adhes enh: increases human CD11b/CD18 adhesion to fibrinogen; K562 CD11b/CD18 adhesion to fibrinogen, ATPlite luminescence; activation, % at 10 µM; hit rate 0.07% among 93,000; AID 1499;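 active means 10 µM primary screen giving 50% or more activity, confirmed by 40% or more on retest at that dose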; further: strong numbers were not always called active; reference of the scale not given here
Calb biofilm kill: kills Candida albicans biofilms | hit rate 0.14% among 85,000 | C. albicans biofilm + clotrimazole, Alamar Blue | inhibition, % at 6 µM;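 active means inhibition above 20%; inactive means inhibition below 20%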;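 further: preformed 24 hr biofilms exposed to compound for 48 hr; 0% = biofilm without compound and 100% = blank killed by clotrimazole plus chlorhexidine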
sEH activator: soluble epoxide hydrolase (human) activation; P34913; hit rate 0.04% among 91,000; activation, % at 2 µM; AID 717; purified human sEH enzymatic activity, activator screen; in the data active means activation above about 37%; further: values of inactives mirror those of a sister screen read the other way
ERb SRC1 inh: blocks coactivator binding to human estrogen receptor beta | Q92731 | TR-FRET ER-beta LBD / SRC1-Cy5 peptide binding; receptor agonist-loaded with 1 µM estradiol | inhibition, % at 25.6 µM | hit rate 1.3% among 86,000 | AID 633;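 active means compounds whose percent inhibition of the receptor-coactivator binding signal exceeds about 50% in the single-dose screen, limit read from the data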;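 further: 0% = receptor plus peptide wells without compound and 100% = peptide-only wells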
Target sequence (Q92731 whole entry, looked up, the tested form may be a part): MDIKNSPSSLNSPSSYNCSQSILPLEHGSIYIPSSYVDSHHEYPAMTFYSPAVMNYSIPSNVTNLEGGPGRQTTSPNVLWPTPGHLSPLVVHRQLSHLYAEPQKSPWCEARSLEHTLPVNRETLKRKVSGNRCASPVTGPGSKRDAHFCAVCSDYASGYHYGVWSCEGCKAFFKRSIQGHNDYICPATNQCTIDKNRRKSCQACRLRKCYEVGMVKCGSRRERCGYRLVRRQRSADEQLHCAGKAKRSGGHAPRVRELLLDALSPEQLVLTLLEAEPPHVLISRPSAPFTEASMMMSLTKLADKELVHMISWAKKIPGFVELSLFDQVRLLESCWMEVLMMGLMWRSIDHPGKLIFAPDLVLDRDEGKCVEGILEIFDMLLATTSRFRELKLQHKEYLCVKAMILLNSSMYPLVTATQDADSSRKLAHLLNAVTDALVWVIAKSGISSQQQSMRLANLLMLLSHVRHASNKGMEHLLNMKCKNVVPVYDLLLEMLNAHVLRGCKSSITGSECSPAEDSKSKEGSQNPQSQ
sEH inhibitor: blocks human soluble epoxide hydrolase activity. recombinant human sEH enzymatic activity assay. inhibition, % at 2 µM. AID 707. P34913. hit rate 0.34% among 91,000; in the data active means inhibition above about 80%; further: values of inactives mirror those of a sister screen read the other way; many of its hits are not listed in these tables
ERa coact pot: enhances coactivator binding to human estrogen receptor alpha. AID 639. hit rate 1.3% among 86,000. coactivator binding (% of control), % at 25.6 µM. TR-FRET ERalpha-LBD/SRC-Cy5 coactivator binding, 2 h; 100 = basal binding, no effect. P03372; in the data active means activity above about 200%;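 further: binding measured in presence of low estradiol as agonist stimulus; 0% = peptide alone without receptor and 100% = receptor with peptide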
Target sequence (P03372 whole entry, looked up, the tested form may be a part): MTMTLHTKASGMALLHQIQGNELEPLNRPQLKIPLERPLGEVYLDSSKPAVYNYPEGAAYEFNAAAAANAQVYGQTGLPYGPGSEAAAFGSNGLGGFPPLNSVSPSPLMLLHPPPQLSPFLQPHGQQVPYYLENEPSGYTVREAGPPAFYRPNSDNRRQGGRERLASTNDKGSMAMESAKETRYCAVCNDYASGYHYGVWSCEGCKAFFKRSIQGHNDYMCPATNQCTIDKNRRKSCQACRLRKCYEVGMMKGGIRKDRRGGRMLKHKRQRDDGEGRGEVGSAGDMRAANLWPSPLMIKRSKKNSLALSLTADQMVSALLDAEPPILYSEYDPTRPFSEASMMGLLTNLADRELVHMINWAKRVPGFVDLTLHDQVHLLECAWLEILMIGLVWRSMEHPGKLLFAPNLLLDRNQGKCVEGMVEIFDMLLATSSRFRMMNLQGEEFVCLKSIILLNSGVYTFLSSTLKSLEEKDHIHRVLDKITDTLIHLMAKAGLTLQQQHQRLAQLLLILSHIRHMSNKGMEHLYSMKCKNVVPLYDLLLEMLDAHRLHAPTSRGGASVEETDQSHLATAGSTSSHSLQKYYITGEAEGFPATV
CD11b adhes inh: inhibitors of human CD11b/CD18 binding to fibrinogen; inhibition, % at 10 µM; hit rate 0.54% among 93,000; K562 CD11b/CD18 adhesion to fibrinogen, ATPlite luminescence; Mn2+ added to activate the integrin; P05107+P11215;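 active means primary inhibition of 50% or more at 10 µM, then 40% or more on retest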; further: some results filed as inactive read as strong as hits
Smad3 inh: Smad3 (human) transcription factor binding inhibition | P84022 | TR-FRET Smad3/Dy647-FoxH1 peptide binding, europium anti-His | inhibition, % at 25 µM | hit rate 0.29% among 88,000;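 active means compounds that reduce the energy-transfer binding signal between the protein and its labelled peptide by more than half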;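 further: 0% = Smad3 plus labelled peptide maximal FRET and 100% = peptide-only background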
* hit, by the source's call; x = not tested or not shown; [ ] = remark or other dose. The list is partial; rates above refer to the full screens.

Order of values – MT1-MMP txn act | CD11b adhes enh | Calb biofilm kill | sEH activator | ERb SRC1 inh | sEH inhibitor | ERa coact pot | CD11b adhes inh | Smad3 inh
Cc1noc(C)c1S(=O)(=O)N1CCN(C(c2ccccc2)c2ccc(Cl)cc2)CC1 (stereo unspecified)
 : 1.2 | 13 | 12 | 18 | -7 | -16 | 106[fluorescence artefact?] | -7 | -4
O=C(c1ccco1)N1CCn2c1nc1ccccc12
 : 1.7 | x | 2 | -7 | -4 | 6 | 130 | x | 3
Cc1ccccc1NC(=O)c1ccc(-n2cncn2)nc1
 : x | 5 | x | -4 | x | 6 | x | -48 | x
c1ccc(OCCCn2nnc(-c3ccncc3)n2)cc1
 : 1 | x | 7 | 7 | -7 | -9 | 105[fluorescence artefact?] | x | -7
CCOC(=O)N1CCN(C(=O)c2ccc(NC(=O)c3ccc(C)cc3)cc2)CC1
 : 1.1 | -4 | 0 | 4 | -9[fluorescence artefact?] | -5 | 105[fluorescence artefact?] | -13 | -4
CS(=O)(=O)Nc1nc2n(n1)C(c1ccccc1)C=C(c1ccc(Br)cc1)N2 (stereo unspecified)
 : x | -4 | x | 1 | x | -1 | x | -36 | x
COc1ccccc1C(=O)Nc1ccc(NC(=O)c2ccco2)c(C)c1
 : 1.1 | x | 3 | -7 | -6 | 8 | 110 | x | -5
CN(Cc1ccccc1)S(=O)(=O)c1ccc(C(=O)Nc2nnc(C3CC3)o2)cc1
 : 1.2 | 7 | x | -5 | x | 6 | x | -5 | x
CCC(CC)NC(=O)COC(=O)c1cccc(C)c1O
 : x | -1 | x | 15 | x | -17 | x | -34 | x
Cc1sc(NC(=O)C2CC=CCC2C(=O)O)c(C(=O)OC(C)C)c1C (stereo unspecified)
 : 1.1 | 0 | -1 | 18 | -1 | -20 | 112 | 5 | 9
COc1ccc(Cn2c(C3CC3)nc3ccc(NC(=O)c4ccco4)cc3c2=O)cc1
 : 1.6 | 3 | 2 | x | 14 | x | 106[fluorescence artefact?] | -3 | 5
S=c1[nH]nc(C2COc3ccccc3O2)o1 (stereo unspecified)
 : 1.2 | 2 | 5 | -10 | 3 | 8 | 111 | 0 | 2
CCCOc1ccc(N2C(=O)CC(SCCN)C2=O)cc1 (stereo unspecified)
 : 1 | 5 | 6 | 0 | -2 | 2 | 118 | 29 | -13
CC1(c2ccccc2)CC2CC(c3ccccc3)N1O2 (stereo unspecified)
 : 0.9 | 0 | 5 | 9 | 1[fluorescence artefact?] | -7 | 118 | -6 | 5
CCCCOc1ccc(N2C(=O)CC(NCCc3ccc(S(N)(=O)=O)cc3)C2=O)cc1 (stereo unspecified)
 : 1.2 | -2 | 2 | 6 | 2 | -7 | 80 | -2 | 6
Cn1c(Cc2ccccc2)nnc1SCC(=O)Nc1ccc2c(c1)OCO2
 : 1.4 | -3 | 4 | 4 | 23 | -7 | 89[fluorescence artefact?] | -28 | 2
Cn1nnnc1SCC(=O)Nc1cc(C(=O)O)cc(C(=O)O)c1
 : x | 1 | x | -7 | x | 5 | x | -6 | x
CCCNS(=O)(=O)c1ccc(CCC(=O)N2CCN(CC)CC2)cc1
 : 0.9 | 1 | 0 | 14 | 5 | -14 | 92 | 0 | 11
COc1ccc(NC(=O)CSc2nnc(COc3ccccc3)n2Cc2ccco2)cc1OC
 : 1.1 | -3 | -5 | -4 | 6 | 1 | 72 | -8 | -9[fluorescence artefact?]
CN(C)C(=O)N1CCC(C(=O)NCc2ccc3c(c2)OCO3)CC1
 : 1.1 | 2 | 4 | -20 | -16 | 20 | 110 | -33 | 10

Looked up above:
In Calb biofilm kill, S=c1[nH]nc(C2COc3ccccc3O2)o1 (stereo unspecified) is listed with 5
In Calb biofilm kill, O=C(c1ccco1)N1CCn2c1nc1ccccc12 is listed with 2
In Smad3 inh, c1ccc(OCCCn2nnc(-c3ccncc3)n2)cc1 is listed with -7

More compounds.
Order of values – MT1-MMP txn act | CD11b adhes enh | Calb biofilm kill | sEH activator | ERb SRC1 inh | sEH inhibitor | ERa coact pot | CD11b adhes inh | Smad3 inh
COc1cc(NS(=O)(=O)N2CCCC2)cc(OC)c1OC
 : 1.1 | 3 | 6 | -4 | 7[fluorescence artefact?] | 7 | 102 | -3 | -1
Cc1ccc(OCc2nnc(SCC(=O)c3cccs3)n2-c2ccccc2)cc1C
 : 1.1 | x | 3 | 8 | -14 | -5 | 132 | x | 2
O=C(O)CCCC(=O)Nc1ccc(C(=O)N2CCCCC2)c(Cl)c1
 : 1.1 | 6 | -5 | -2 | 3 | 1 | 97 | -8 | -9
N/C(=N\OS(=O)(=O)c1ccc(Cl)cc1)c1ccncc1
 : 1.1 | 0 | -3 | 9 | -1[fluorescence artefact?] | -9 | 106[fluorescence artefact?] | -1 | 9
CCc1nnc(NC(=O)CSc2nnc(-c3ccco3)n2C)s1
 : 1 | -4 | 9 | 10 | 3 | -13 | 99[fluorescence artefact?] | -4 | 0
Cc1nc2n[nH]c(N)c2c2c1COC(C)(C)C2
 : 1.1 | -2 | 7 | x | 42[fluorescence artefact?] | x | 115 | -7 | -4
O=C(NCc1ccccc1)NC(=O)c1ccncc1
 : x | 3 | 4 | -4 | 9 | 8 | 95 | -26 | 1[fluorescence artefact?]
CCCN1CCCc2cc(CN(CCCN3CCOCC3)C(=O)Nc3ccc(OCC)cc3)ccc21
 : 1.1 | 0 | -2 | 1 | 6 | -4 | 94 | 65* | 6
Cc1cc(NC(=O)CCC(=O)N(CC2CCCO2)C(C(=O)NC2CCCC2)c2ccccc2C)no1 (stereo unspecified)
 : 1.1 | x | 3 | 1 | -9 | 0 | 116 | x | -10
CCOC(=O)c1cnc2c(Cl)c(Cl)ccc2c1N1CCN(C)CC1
 : 0.9 | -4 | -3 | -5 | -6 | 6 | 103[fluorescence artefact?] | -6 | -10
O=C(NCC(=O)N1CCC(N2CCCCC2)CC1)C1CCCCC1
 : 1.4 | -1 | 1 | -3 | -7 | -1 | 111 | -26 | -3
Cc1cccc(C(=O)O)c1NC(=O)c1ccc(F)cc1
 : 1.1 | x | 9 | 10 | -3 | -11 | 105 | x | 2
CC(C)CCn1c(N2CCC(C(N)=O)CC2)nc2c1c(=O)[nH]c(=O)n2C
 : 1.2 | -2 | 3 | x | -4 | x | 112 | -6 | -6
COC(=O)c1c(/N=C/N(C)C)sc2c1CCN(c1ncc(C(F)(F)F)cc1Cl)C2
 : 1.1 | -6 | 7 | -2 | 2 | 1 | 92[fluorescence artefact?] | 7 | 2
COc1ccc(Cl)cc1NC(=O)CSc1ncnc2c1oc1ccccc12
 : 1 | x | 2 | x | 16[fluorescence artefact?] | x | 230* | x | 2
COC(=O)CN(c1ccc(F)cc1)S(=O)(=O)c1ccc2c(c1)OCCO2
 : 1.1 | -2 | 7 | 3 | -5 | -4 | 116 | 8 | 7
COc1ccccc1N1CCN(C(c2cccs2)c2nnnn2C2CCCC2)CC1 (stereo unspecified)
 : 1.2 | 1 | -1 | -2 | 3[fluorescence artefact?] | 1 | 97 | -6 | 3
CCOc1ccc(C2C(C(=O)Nc3ccc(F)cc3)=C(C)Nc3nc(CCCO)nn32)cc1 (stereo unspecified)
 : 1.1 | -2 | -4 | 14 | -11 | -16 | 140 | -19 | 9
Cc1ccc(-n2c(N)c(C(=O)N3CCOCC3)sc2=S)cc1
 : 1 | x | -2 | 10 | -9 | -7 | 101 | x | 3
CS(=O)(=O)N(CC(=O)N1CCN(Cc2ccc3c(c2)OCO3)CC1)c1ccc2c(c1)OCO2
 : 1.1 | 3 | 3 | 9 | 3[fluorescence artefact?] | -12 | 94 | 19 | 3

Compound profiles, from the list above. Order of screens: MT1-MMP txn act | CD11b adhes enh | Calb biofilm kill | sEH activator | ERb SRC1 inh | sEH inhibitor | ERa coact pot | CD11b adhes inh | Smad3 inh
Profile of Cc1cc(NC(=O)CCC(=O)N(CC2CCCO2)C(C(=O)NC2CCCC2)c2ccccc2C)no1 (stereo unspecified) → 1.1 | x | 3 | 1 | -9 | 0 | 116 | x | -10
Profile of CCc1nnc(NC(=O)CSc2nnc(-c3ccco3)n2C)s1 → 1 | -4 | 9 | 10 | 3 | -13 | 99[fluorescence artefact?] | -4 | 0

Further records follow.
Order of values – MT1-MMP txn act | CD11b adhes enh | Calb biofilm kill | sEH activator | ERb SRC1 inh | sEH inhibitor | ERa coact pot | CD11b adhes inh | Smad3 inh
CC1CCN(C(=O)C2CCN(S(=O)(=O)c3cccnc3)CC2)CC1
 : 1.1 | -2 | -2 | 7 | 5 | -10 | 107 | -15 | 5
COc1ccc(NC(=O)CN2CCN(C3c4ccccc4-c4ccccc43)CC2)cc1
 : 1 | -5 | 6 | -12 | 8[fluorescence artefact?] | 11 | 71[fluorescence artefact?] | 4 | -13
O=C(Nc1cc(Cl)ccc1N1CCCCC1)c1cccs1
 : 1.2 | -1 | 2 | 0 | -5 | -2 | 101 | 45 | -2
CO/N=C/c1cc([N+](=O)[O-])ccc1Sc1ccc(C)cc1
 : x | -2 | x | -8 | x | 6 | x | -6 | x
Cc1ccc(-c2nc3c(=O)n(C)c4ccccc4c3o2)cc1
 : 1.5 | -2 | 6 | 15 | 32 | -13 | 181 | -1 | 7
CCNC(=O)CN(Cc1ccccc1)S(=O)(=O)c1ccccc1
 : 1.2 | -2 | 9 | x | 5[fluorescence artefact?] | x | 105 | -2 | 6
Cc1nn(C(C)C(=O)Nc2sc3c(c2C#N)CCCC3)c(C)c1[N+](=O)[O-] (stereo unspecified)
 : x | -6 | x | -3 | x | 5 | x | 2 | x
CCn1c(CNC(=O)c2cccs2)nnc1SCC(=O)Nc1cc(Cl)ccc1C
 : 1 | -4 | 12 | -6 | 4 | 8 | 106 | -12 | -6
Cc1ccc(NC(=O)N2CCC(c3nc4c(nnn4Cc4cccc(Cl)c4)c(=O)[nH]3)CC2)cc1
 : 1.2 | 15 | 4 | -16 | -3 | 19 | 120 | -1 | 0
O=C(CC(=O)Nc1ccccn1)Nc1ccccn1
 : 1.3 | 0 | 6 | 5 | -7 | -6 | 127 | -15 | -5
COc1cc2[nH]c(=O)n(CCC(=O)N3CCN(c4cccc(C)c4C)CC3)c(=O)c2cc1OC
 : 0.9 | 8 | 3 | x | 7[fluorescence artefact?] | x | 116[fluorescence artefact?] | 12 | 5
O=c1cc(CSc2nc3cc(Cl)ccc3o2)nc2sccn12
 : 0.9 | x | 5 | 0 | 1 | -1 | 107 | x | 7
Cc1cc(C)c(C)c(S(=O)(=O)NCc2cccnc2)c1C
 : 1.1 | 2 | 6 | 1 | -16 | 4 | 108 | -10 | 9
Cc1nc(=O)c(-c2ccccc2)c(C)n1-c1ccc(S(N)(=O)=O)cc1
 : 1.1 | -1 | 6 | 12 | -28 | -11 | 96[fluorescence artefact?] | 9 | -3
Cc1cnc(C(=O)OCC(=O)Nc2ccc(Oc3ccccc3)cc2)cn1
 : 1 | 1 | x | 2 | x | 0 | x | 30 | x
COC(CNC(=O)CCc1c(C)nc2c(-c3ccc(F)cc3)c(C)nn2c1C)OC
 : 1.1 | -3 | 4 | -8 | -4 | 10 | 109[fluorescence artefact?] | -11 | 0
Cc1cc(C)nc(/N=C2\NC(=O)CC3C(=O)NCCN23)n1 (stereo unspecified)
 : 1.1 | x | 4 | -10 | -11 | 11 | 121 | x | 1
CCCCNC(=O)CSc1nnc(Cc2ccccc2)n1CC
 : 1.2 | x | 7 | 9 | -22 | -8 | 105 | x | 7
O=C1CCCC2=C1C(c1ccccc1O)C1=C(CCCC1=O)O2
 : 1.2 | -1 | 7 | -4 | 4[fluorescence artefact?] | 2 | 114 | -4 | 1[fluorescence artefact?]
O=C(CNC(=O)c1cc2c(s1)CCC2)Nc1ccccc1Br
 : x | 76 | x | -12 | x | 12 | x | 1 | x
Cc1cc(C=O)c(C)n1-c1ccc(N2CCCC2)c([N+](=O)[O-])c1
 : x | -2 | x | -1 | x | 1 | x | 6 | x
CCOc1ccc(NC(=O)CN2CCN(CC(=O)c3ccc(OC)c(OC)c3)CC2)cc1
 : 1.2 | -1 | 7 | x | -1 | x | 116 | -10 | 14[fluorescence artefact?]
CCCc1cc(=O)n2[nH]c(CCc3ccccc3)nc2n1
 : 1 | 1 | 6 | 2 | -2 | 0 | 122[fluorescence artefact?] | -5 | -1
